# Compound activity from PubChem.
# E coli Lon inh: inhibitors of E. coli Lon protease, primary screen, biochemical, fluorescence polarization; purified E. coli Lon protease; inhibition, % at 7.94 µM; 360,000 compounds, 0.42% hits; P0A9M0; in the data active means inhibition above about 13%, passing the limit was not always enough;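 further: 0% = enzyme with probe and DMSO and 100% = no enzyme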
# Rpn11 block: Rpn11 (PSMD14) deubiquitinase inhibitors, primary screen, biochemical, fluorescence polarization, uHTS; 26S proteasome non-ATPase regulatory subunit 14 (Homo sapiens), O00487; human 26S proteasome, Ub4-pepOG fluorescence polarization; 20S core pre-blocked with epoxomicin; calls only at 20 µM; 360,000 compounds, 0.59% hits;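 active means inhibition at 20 µM, scaled to each plate's controls, above about 33%, limit read from the data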
# MsrA act: bovine MsrA enzyme activators, primary screen, biochemical, absorbance, HTS; AID 602163, 2012; activation, % at 10.6 µM; purified bovine MsrA, absorbance read-out; 360,000 compounds, 0.3% hits; in the data active means activation above about 7.5%;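 further: 0% = vehicle and 100% = reference activator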
# MsrA inh: bovine MsrA enzyme inhibitors, primary screen, biochemical, absorbance, HTS; inhibition, % at 15.5 µM; AID 651718, 2012; 360,000 compounds, 0.75% hits; purified bovine MsrA, absorbance read-out; Methionine sulfoxide reductase A (Bos taurus); in the data active means inhibition above about 4.5%;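 further: 0% = vehicle wells with enzyme and 100% = reference inhibitor wells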
# CSN inh: inhibitors of CSN-mediated cullin deneddylation, primary screen, biochemical, fluorescence polarization, uHTS; COP9 signalosome complex subunit 5 (Homo sapiens), Q92905; Purified CSN, SCF-Nedd8-OG deneddylation; inhibition, % at 12.5 µM; 360,000 compounds, 0.38% hits; AID 651999, 2013;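 active means pattern-corrected inhibition above about 35%, with an unprinted fluorescence ratio check between 0.5 and 1.5, limit read from the data, passing the limit was not always enough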;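 further: 0% = enzyme with substrate and 100% = substrate without enzyme; some results filed as inactive read as strong as hits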
#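 Assay system: purified human Csn5 enzyme expressed in HEK293T cells; Input: 0.24 nM Csn5 enzyme, final concentration; Reagent: 10 nM SCFSkp2-Nedd8OG; Compound dosing: 12.5 µM single point; Times: reaction 90 min, room temperature; Technique: fluorescence polarization readout.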
# PABP1 MLLE inh: inhibitors of PABP1 MLLE–PAM2 peptide binding, primary screen, biochemical, fluorescence polarization, FITC-PAM2, GST-MLLE | inhibition, % at 20 µM | Polyadenylate-binding protein 1 (Homo sapiens), P11940 | AID 588489, 2011 | 360,000 compounds, 0.36% hits; in the data active means inhibition above about 35%, passing the limit was not always enough;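 further: plate controls were DMSO wells with GST-MLLE for no effect and wells lacking GST-MLLE protein for full effect; some results filed as inactive read as strong as hits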
# Rin1 Abl inh: inhibitors of Rin1-Abl protein binding, primary screen, biochemical, TR-FRET; inhibition, % at 7.35 µM; 360,000 compounds, 0.4% hits; AID 588664, 2011; in the data active means inhibition above about 5%, passing the limit was not always enough
# MT1-MMP act inh: blockers of MT1-MMP proenzyme processing, primary screen, HT1080 RFP-PRO-GFP cells, GFP/RFP fluorescence; GFP/RFP ratio fluorescence, overnight; percent of plate control window, DMSO zero; 360,000 compounds, 0.061% hits; GFP/RFP ratio change, % at 20 µM; Matrix metalloproteinase-14 (Homo sapiens), P50281;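 active means GFP/RFP ratio change of at least 30% with cell ATP level not reduced by more than half and red fluorescence within 50% of control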; further: strong numbers were not always called active
#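 Assay system: HT1080 RFP-PRO-GFP cells. Benchmarks: DMSO vehicle wells and RFP-L50D-GFP reporter cell wells. Times: overnight cell settling, then overnight compound exposure, 37 °C, 5% CO2. Compound: 20 µM single dose, 1% DMSO. Read-out basis: GFP/RFP fluorescence ratio.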
# FAS-TE inh: FAS thioesterase domain inhibitors, primary screen, biochemical, fluorescence intensity, uHTS; Fatty acid synthase (Homo sapiens), P49327; 360,000 compounds, 0.67% hits; inhibition, % at 15 µM; recombinant FAS-TE, OMFH fluorogenic substrate, fluorescence endpoint;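 active means compounds whose normalised, plate-corrected inhibition of enzyme fluorescence in the single-dose primary screen is 50% or more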;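 further: 0% = DMSO with enzyme and 100% = substrate without enzyme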
# Starred values were filed as active, the others as inactive; i = inactive; · = no result given; + = active, no number.
SMILES,E coli Lon inh,Rpn11 block,MsrA act,MsrA inh,CSN inh,PABP1 MLLE inh,Rin1 Abl inh,MT1-MMP act inh,FAS-TE inh
Cc1cc2nc(-c3ccncc3)cc(C(F)(F)F)n2n1,-14,i,-4,1.3,0,-7,0,2,-3
CCO[C@@H]1OC(C(=O)N2CCN(Cc3ccc4c(c3)OCO4)CC2)=C[C@H](c2cn(C(C)=O)c3ccccc23)[C@H]1CCCO,-14,i,1,0.1,0,3,1,0,12
COCCn1c(=NC(=O)/C=C/c2ccccc2Cl)sc2cc(NC(C)=O)ccc21,5,i,-4,1.2,-14,0,0,3,-7
O=c1nc(NCc2ccco2)sc2ncccc12,2,i,-1,1.6,-3,23,1,10,-8
CC(C)c1cccc(C(C)C)c1NC(=S)Nc1cccc(Cl)c1,-3,i,-2,-0.6,-1,30,-2,0,13
COc1ccccc1-c1nnc(NC(=O)c2ccc3ncsc3c2)o1,-5,i,-4,2.4,-1,9,0,5,-9
CCNC(=O)COC(=O)c1cc(C)nc2ccccc12,4,i,-2,-0.9,0,12,-3,1,-5
O=C(Nc1cccc(F)c1)/C(=C\c1cccnc1)NC(=O)c1cccs1,9,i,-2,-0.6,-2,1,-1,-3,-3
Cc1ccc(C)c(NC(=S)c2ccccn2)c1,-5,i,-1,-0.3,-3,22,1,-2,6
COc1ccc(N2CCCC2)c(NC(=O)COc2ccccc2Cl)c1,0,i,0,-1.5,-4,-6,-4,-5,18
CC12C(=O)N(c3nccs3)C(=O)C1(C)C1CCC2O1 (configuration not stated),-1,i,-14,-0.5,-6,7,1,-6,-2
COc1ccc(C(=O)Nc2ccc(S(=O)(=O)N3CCOCC3)cc2)cc1OC,-2,i,0,-0.2,-2,-4,0,0,-6
CC(=O)c1cccc(CN2CCC(n3nccc3NC(=O)CCc3ccccc3)CC2)c1,-2,i,-4,·,7,5,4,3,1
Cn1cc(C=C2C(=O)CC(C)(C)CC2=O)c2ccccc21,-6,i,-4,-0.3,4,-2,0,1,0
c1ccc(SC23CCCCN(CCC2)C32OCCO2)cc1 (configuration not stated),-2,·,-2,-0.9,-1,·,·,6,-1
C(=NOCc1ccccc1)c1ccncc1,0,i,-2,1.1,-5,4,1,1,0
Cc1[nH]c(-c2ccc3c(c2)OCO3)nc1C(=O)O,-7,i,-2,0.2,6,1,1,-1,-9
O=C(NNC(=O)c1ccccc1-c1ccccc1C(=O)O)c1ccccc1,1,i,-4,0.1,-2,-5,-4,0,-4
O=C(CSc1nnc(-c2cccnc2)n1Cc1ccccc1)NCc1ccco1,-2,i,-1,1.6,4,-5,3,-5,-6
CCN1C(=O)C(CC(=O)Nc2ccc(F)cc2)N(CCc2ccc(OC)cc2)C1=S (configuration not stated),4,i,-11,0.0,-10,4,5,3,10

# Whole records, quoted from the list. Screens in order: E coli Lon inh, Rpn11 block, MsrA act, MsrA inh, CSN inh, PABP1 MLLE inh, Rin1 Abl inh, MT1-MMP act inh, FAS-TE inh
# CC12C(=O)N(c3nccs3)C(=O)C1(C)C1CCC2O1 (configuration not stated) as listed: -1, i, -14, -0.5, -6, 7, 1, -6, -2
# Cc1[nH]c(-c2ccc3c(c2)OCO3)nc1C(=O)O as listed: -7, i, -2, 0.2, 6, 1, 1, -1, -9
# O=C(CSc1nnc(-c2cccnc2)n1Cc1ccccc1)NCc1ccco1 as listed: -2, i, -1, 1.6, 4, -5, 3, -5, -6
# O=C(NNC(=O)c1ccccc1-c1ccccc1C(=O)O)c1ccccc1 as listed: 1, i, -4, 0.1, -2, -5, -4, 0, -4
# CCN1C(=O)C(CC(=O)Nc2ccc(F)cc2)N(CCc2ccc(OC)cc2)C1=S (configuration not stated) as listed: 4, i, -11, 0.0, -10, 4, 5, 3, 10

# The results go on.
SMILES,E coli Lon inh,Rpn11 block,MsrA act,MsrA inh,CSN inh,PABP1 MLLE inh,Rin1 Abl inh,MT1-MMP act inh,FAS-TE inh
CCOC(=O)C1C(c2ccc(OC)cc2)N(C)OC1(O)C(F)(F)F (configuration not stated),5,i,-3,0.2,-18,-7,0,0,-4
CC(C)(C)Nc1cccccc1=O,7,+,-3,1.3,2,-14,0,2,-4
COCCCN(C(C)=O)c1nc(-c2ccc(OC)cc2)cs1,5,i,-3,-0.1,3,5,0,2,6
COc1ccc(-c2cc(C(=O)NCc3cccc(Cl)c3)[nH]n2)c(C)c1,-1,i,-3,-0.7,3,-3,-3,1,10
CC(C)Cn1c(N)c(C(=O)CSc2nc3ncc(Cl)cc3[nH]2)c(=O)n(C)c1=O,-9,i,-7,0.7,1,-80,9,-5,1
O=C1[C@@H]2CSCN2C(=O)CN1Cc1ccc(F)cc1,3,i,-3,0.7,-1,-4,-1,-1,-5
COc1cc(CN2CCN(c3ncccn3)CC2)cc(OC)c1,-7,i,-2,-0.2,4,13,-3,1,-3
COc1ccc(/C=N/NC(=O)c2ccc3c(c2)OCCO3)cc1[N+](=O)[O-],-8,i,-9,0.5,-3,7,-1,-1,-2
CCOC(=O)c1sc(N2C(=O)C(O)=C(C(=O)c3ccco3)C2c2cccc(Cl)c2)nc1C (configuration not stated),-12,+,-2,-0.3,2,-16,-4,-1,12
O=C(COc1ccc([N+](=O)[O-])cc1)Nc1nc(-c2ccccn2)cs1,-17,i,6,3.1,1,-5,1,-23,19
COC(=O)C1=C(C)NC(C)=C(C(=O)OC)C1c1ccco1,-3,i,-3,1.1,4,5,0,1,-2
O=C(/C=C/c1ccc(S(=O)(=O)N2CCOCC2)cc1)Nc1ccc(F)c(F)c1F,0,i,-2,-0.8,-2,-23,-1,-12,6
CCCN(CC(=O)Nc1ccccc1C)C(=O)c1sc2ccccc2c1Cl,6,i,-5,-1.4,1,-5,0,-1,7
COc1cc(O)c(C(CC(=O)N2CCN(c3ccccc3)CC2)c2ccc3c(c2)OCO3)c(OC)c1 (configuration not stated),4,i,-2,-0.3,-1,9,-1,2,6
Cc1sc(NC(=O)CSc2nnc(COc3ccccc3)n2C)c(C#N)c1C,-3,i,-1,-0.9,3,-5,3,2,-13
CCOC(=O)CN(C(=O)CNC(=O)c1cccs1)C(C(=O)NC1CCCCC1)c1cccs1 (configuration not stated),9,i,-1,-1.0,-5,0,0,3,-4
COc1ccc(/C=N/NC(=O)c2cc(-c3ccccc3)nc3ccccc23)cc1O,-7,i,-4,1.7,-7,-7,-3,7,8
COc1ccc(-c2cn3cccnc3n2)cc1NS(=O)(=O)c1ccccc1,3,i,-3,2.6,-1,17,0,8,6
CC1(C)O[C@@H]2C[C@H]3[C@@H]4CCC5=CC(=O)CC[C@]5(C)[C@@]4(F)[C@@H](O)C[C@]3(C)[C@]2(C(=O)CCl)O1,4,i,3,-1.7,-7,-5,-2,-3,9
CCC(C)Sc1nc2c(c(=O)[nH]c(=O)n2C)n1CC(O)COc1ccccc1C (configuration not stated),1,i,1,-0.8,1,-61,1,6,13

# As entered above:
# Under MsrA inh, COc1ccc(-c2cn3cccnc3n2)cc1NS(=O)(=O)c1ccccc1 is entered as 2.6
# Under FAS-TE inh, CCC(C)Sc1nc2c(c(=O)[nH]c(=O)n2C)n1CC(O)COc1ccccc1C (configuration not stated) is entered as 13

# Continuation.
SMILES,E coli Lon inh,Rpn11 block,MsrA act,MsrA inh,CSN inh,PABP1 MLLE inh,Rin1 Abl inh,MT1-MMP act inh,FAS-TE inh
Cc1c(C(c2cccc(Br)c2)c2c(C)n(C)n(-c3ccccc3)c2=O)c(=O)n(-c2ccccc2)n1C,1,i,-4,-1.4,-2,2,-1,-4,-5
OC[C@H]1O[C@H](OCc2ccccc2)[C@H](O[C@@H]2OC[C@@H](O)[C@H](O)[C@H]2O)[C@@H](O)[C@@H]1O,2,i,4,0.4,-3,5,0,2,-5
CN(/N=C/c1cccnc1)c1cnc2ccccc2n1,-1,i,-5,3.4,6,-4,-8,-2,-2
CN1C(=O)[C@H]2[C@@H](C3CC3)N3C(=O)CN(Cc4ccccc4)C(=O)[C@@]3(C)[C@H]2C1=O,6,i,-2,0.7,0,-11,1,0,-6
CC1CCCCC1NC(=O)c1cc(S(=O)(=O)N2CCOCC2)ccc1Cl (configuration not stated),2,i,-3,-0.4,-3,-9,2,6,-4
Cc1ccc(S(=O)(=O)OCCC2=CC(=O)CCN2Cc2ccccc2)cc1,-5,i,-2,0.8,-2,2,2,4,4
N#Cc1cc(S(=O)(=O)N2CCOCC2)ccc1N1CCOCC1,0,i,-10,0.8,1,1,5,5,-6
CC1=CC=CC2=N/C(=N\S(=O)(=O)c3ccc(F)cc3F)c3ccccc3CN12,4,i,-10,0.6,0,-9,2,-3,21
COc1ccc(N=[N+]([O-])c2ccc(OC)cc2)cc1,4,i,-4,1.1,3,-4,-4,-3,6
Cc1nc(C)c(-c2csc(Nc3ccc(S(N)(=O)=O)cc3)n2)s1,-20,i,-1,1.8,-1,14,-2,4,0
CC(=O)NC1(C(F)(F)F)NC(=O)N(CCc2ccccc2)C1=O (configuration not stated),-6,i,0,0.2,1,1,1,-3,-2
CCN(CC(=O)Nc1c(F)cccc1F)C(=O)CSc1nc(C)cc(C)n1,0,i,-2,-0.5,3,9,0,-3,-1
CC(C)(O)C#Cc1ccc(CN2CCCC(CNC(=O)c3ccco3)C2)cc1 (configuration not stated),3,i,-6,0.4,-1,6,4,-1,-4
CCOC(=O)/C(=N\Nc1ccccc1Cl)N1CCN(C)CC1,5,i,-4,2.7,1,-8,2,7,-7
COc1ccc(-c2nc(CN3CCCCC3c3cccnc3)c(C)o2)c(F)c1 (configuration not stated),-2,i,-7,1.1,-2,-5,-3,-8,-7
COc1cc(C)c(NC(=O)COc2ccc3c(c2)CCC3)cc1OC,-20,i,-1,1.8,2,-5,-1,1,0
Cc1cc(C)cc(NC(=O)CN2CCN(c3ccccc3)CC2)c1,-3,i,8,-0.8,3,0,2,1,4
Cc1ccccc1OCC(=O)Nc1ccccc1NC(=O)c1ccco1,2,i,-3,0.8,1,7,0,-1,-7
CCN1C(c2ccccc2)=C(c2ccccc2)S/C1=C\C=C1/SC(=S)N(C)C1=O,-20,i,-4,0.2,14,-57,-1,31,15
Cn1ccc2cc(NC(=O)Nc3cccnc3)ccc21,-3,+,3,-0.7,10,4,-1,0,-5
CC(=O)c1c(C)[nH]c(C(=O)OC2CCCCC2=O)c1C (configuration not stated),10,i,0,0.7,2,-17,3,-1,0
Cc1cccc(NC(=O)C(C)Sc2nc3ccccc3c(=O)n2CCCN2CCOCC2)c1 (configuration not stated),-2,i,-2,0.9,-2,10,1,9,7
COc1cc2c(cc1NC(=O)CN1C(=O)NC3(CCc4ccccc43)C1=O)oc1ccccc12 (configuration not stated),4,i,0,3.1,2,-8,4,2,55*
CCOC(=O)COc1nc(-c2ccco2)cc(-c2ccco2)c1C#N,-10,i,-7,0.7,34,-30,-4,-2,24
Cc1ccc(O)c(C2=Nc3ccccc3N=C(c3cccc([N+](=O)[O-])c3)C2)c1,1,i,-4,0.7,0,7,-3,-1,47
COC(=O)c1c(NC(=O)C(Cl)Cl)sc2c1C(C(=O)OC)CC2 (configuration not stated),10,i,-8,-0.1,-1,-1,-1,-5,5
